Screening data: PubChem, several laboratories
M18AAP inhibitor: blocks P. falciparum M18 aspartyl aminopeptidase; recombinant PfM18AAP, H-Glu-NHMec fluorogenic cleavage; inhibition, % at 7.35 µM; hit rate 1.2% among 290,000; AID 1822;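 active = inhibition above the campaign mean inhibition over all tested compounds plus 3 SD, cut at about 28% in these data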;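 also: 0% = plate median of test compound wells and 100% = 2 mM ZnCl2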
MEKK2 mut-MEK5: signal of MEK5 binding to mutant human MEKK2 PB1 domain. bead flow cytometry, Alexa488-MEK5 binding to MEKK2 mutant. percent response, % at 10 µM. hit rate 0.35% among 290,000. AID 1530; in the data active = percent response above about 24%, passing the limit was not always enough; also: inactives centre near 1; some results filed as inactive read as strong as hits
SUMO HTRF inh: SUMOylation inhibition; HTRF SUMOylation assay, SAE1/SAE2 + UBC9, in vitro; hit rate 0.36% among 290,000; inhibition, % at 35 µM; P63279; in the data active = inhibition above about 50%, passing the limit was not always enough; also: strong numbers were not always called active
Target sequence (P63279 whole entry, looked up): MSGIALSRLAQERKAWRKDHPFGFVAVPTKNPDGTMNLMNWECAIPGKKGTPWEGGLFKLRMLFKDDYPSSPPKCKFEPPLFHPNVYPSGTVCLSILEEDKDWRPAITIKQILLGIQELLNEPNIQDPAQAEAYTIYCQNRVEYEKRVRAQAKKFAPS
VIM-2 inh: blocks Pseudomonas aeruginosa VIM-2 metallo-beta-lactamase | AID 1527 | hit rate 0.89% among 290,000 | inhibition, % at 5.6 µM | purified VIM-2, nitrocefin hydrolysis, epi-absorbance fluorescence;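 active = inhibition above the mean of all tested compounds plus 3 SD, cutoff set per screening run, cut at about 7.5% in these data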;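 also: red hydrolysis product quenches plate fluorescence so inhibitors raise well fluorescence; 0% = enzyme with DMSO and 100% = DMSO without enzyme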
MEKK2 WT-MEK5: raises or lowers MEK5 binding to wildtype human MEKK2 PB1 domain. Q9Y2U5. bead flow cytometry, Alexa488-MEK5 binding to MEKK2 WT; actives lie on both sides. binding response (% of control), % at 10 µM. hit rate 1.1% among 290,000; in the data active = binding response below about 67% or above about 130%
IMP-1 inh: inhibitors of Pseudomonas aeruginosa IMP-1 metallo-beta-lactamase; purified IMP-1, nitrocefin hydrolysis, epi-absorbance fluorescence; inhibition, % at 5.6 µM; hit rate 0.45% among 290,000; AID 1556;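 active = inhibition above the mean plus 3 SD of all compounds in the same screening run, cut at about 4.5% in these data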;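 also: 0% = IMP-1 with DMSO and 100% = DMSO wells lacking enzyme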
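assay system = purified recombinant IMP-1 metallo-beta-lactamase enzyme | schedule = 15 min preincubation plus 25 min reaction at 25 °C | signal = Epi-absorbance fluorescence, 480 nm excitation, 530 nm emission | read-out basis = percent inhibition from optical density relative to buffer-blank wells | controls = IMP-1 with DMSO as 0%, enzyme-free DMSO as 100%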
NALP1 yeast inh: blocks the NALP1 inflammasome reconstituted in yeast. S. cerevisiae NALP1/ASC/caspase-1 growth, X-gal OD620, 72 h. inhibition, % at 10 µM. hit rate 0.61% among 280,000. AID 2071; in the data active = inhibition mostly above about 24%, no sharp cut-off; inactive = mostly below about 32%; also: some compounds called inactive have numbers as strong as hits
HCV NS3 hel inh: HCV NS3 helicase inhibition; hit rate 0.56% among 290,000; inhibition, % at 10.9 µM; NS3 helicase DNA unwinding, Cy5 molecular beacon fluorescence;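 active = inhibition above the mean of all tested compounds plus 3 SD, set per campaign, cut at about 35% in these data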;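 also: 0% = DMSO wells and 100% = thioflavine S control wells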
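System: HCV NS3 helicase fragment; control set: DMSO and thioflavine S; technique: Cy5 fluorescence at 0 and 60 min, beacon hairpin quenching; reagent: beacon DNA duplex substrate plus ATP; replicates: singlicate; schedule: 1 h reaction at 25 °C, ATP-initiated; medium: MOPS buffer pH 6.5 with MgCl2, DTT, Tween20, BSA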
FID counter: counter-screen for HCV NS3 helicase inhibitors: DNA intercalator displacement | AID 1845 | hit rate 0.17% among 290,000 | inhibition, % at 7.9 µM | DNA fluorescent intercalator displacement, fluorescence; in the data active = inhibition above about 37%;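 also: 0% = vehicle and 100% = reference compound; higher means more ethidium bromide displaced from hairpin DNA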
* marks the source's active call; other numbers are inactive results; · = no result given.

SMILES | M18AAP inhibitor | MEKK2 mut-MEK5 | SUMO HTRF inh | VIM-2 inh | MEKK2 WT-MEK5 | IMP-1 inh | NALP1 yeast inh | HCV NS3 hel inh | FID counter
O=C(NNC(=O)c1ccc(S(=O)(=O)N2CCCCC2)cc1)c1ccccc1 | -1 | 8 | 7 | -1.9 | 101 | -2.1 | 8 | 6 | -5
COc1ccccc1NC(=S)NCCc1ccc(F)cc1 | 1 | -5 | -2 | -1.2 | 95 | -1.4 | 3 | 12 | -6
COCC(=O)N1CCC(Oc2cccc(C(=O)NCc3ccccn3)c2)CC1 | -5 | -7 | -6 | -3.4 | 96 | -1.1 | 23 | 6 | -13
O=C(CN(C1CCCCC1)S(=O)(=O)c1ccc(F)cc1)NCc1ccncc1 | -3 | 1 | 31 | -0.8 | 104 | 0.2 | 30 | -7 | -16
O=C(C1CCCN(S(=O)(=O)Cc2ccccc2)C1)N1CCC(Cc2ccccc2)CC1 (centres undefined) | -15 | -10 | 9 | -0.8 | 91 | -1.4 | 17 | -8 | -25
CCOc1ccccc1C1CC(=O)Nc2c1c(=O)n(C)c(=O)n2C (centres undefined) | 3 | 9 | 11 | -3.4 | 105 | -5.8 | -18 | -1 | 3
O=C(NC(=S)NCCN1CCOCC1)c1cccc(Cl)c1 | 11 | -3 | -18 | -0.1 | 101 | -1.7 | 6 | 2 | -2
CCN(CC)CCn1c2ccccc2c2nc3ccccc3nc21 | -3 | 1 | 18 | 3.5 | 100 | -0.4 | 23 | 6 | 8
COc1ccc(C(=O)N2CCN(S(=O)(=O)c3cc(Cl)ccc3OC)CC2)cc1 | -8 | 11 | -11 | -0.9 | 118 | -1.6 | 4 | -6 | -2
Cc1ccccc1-n1nc2c(c1NC(=O)c1ccco1)CS(=O)(=O)C2 | 3 | 2 | 15 | -0.6 | 97 | -2.4 | 9 | 2 | -9
CCCCNC(=S)Nc1ccccc1Cc1ccccc1 | -5 | -1 | -1 | -2.4 | 101 | -4.2 | -4 | 10 | -20
COC(=O)[C@@H](NCc1cccc(CN[C@H](C(=O)OC)c2ccccc2)c1)c1ccccc1 | -8 | 8 | 12 | 1.8 | 163* | -0.2 | 16 | -9 | -28

Complete entries, quoted from the list. Order of values: M18AAP inhibitor | MEKK2 mut-MEK5 | SUMO HTRF inh | VIM-2 inh | MEKK2 WT-MEK5 | IMP-1 inh | NALP1 yeast inh | HCV NS3 hel inh | FID counter
Record of O=C(CN(C1CCCCC1)S(=O)(=O)c1ccc(F)cc1)NCc1ccncc1 = -3 | 1 | 31 | -0.8 | 104 | 0.2 | 30 | -7 | -16
Record of Cc1ccccc1-n1nc2c(c1NC(=O)c1ccco1)CS(=O)(=O)C2 = 3 | 2 | 15 | -0.6 | 97 | -2.4 | 9 | 2 | -9
Record of O=C(NC(=S)NCCN1CCOCC1)c1cccc(Cl)c1 = 11 | -3 | -18 | -0.1 | 101 | -1.7 | 6 | 2 | -2
Record of CCCCNC(=S)Nc1ccccc1Cc1ccccc1 = -5 | -1 | -1 | -2.4 | 101 | -4.2 | -4 | 10 | -20
Record of COc1ccc(C(=O)N2CCN(S(=O)(=O)c3cc(Cl)ccc3OC)CC2)cc1 = -8 | 11 | -11 | -0.9 | 118 | -1.6 | 4 | -6 | -2

Following part
SMILES | M18AAP inhibitor | MEKK2 mut-MEK5 | SUMO HTRF inh | VIM-2 inh | MEKK2 WT-MEK5 | IMP-1 inh | NALP1 yeast inh | HCV NS3 hel inh | FID counter
O=C(OCC(=O)N1N=C(c2ccc(Cl)cc2)CC1c1ccco1)c1ccco1 (centres undefined) | 4 | -4 | -18 | -2.1 | 96 | -3.4 | 13 | 0 | -2
Cc1csc(=Nc2c(C)n(C)n(-c3ccccc3)c2=O)n1Cc1ccccc1 | 10 | 2 | 8 | -0.5 | 95 | -3.5 | -2 | 4 | -25
COc1ccc(CN2CCN(S(=O)(=O)c3ccc(NC(C)=O)cc3)CC2)cc1OC | -10 | · | -3 | 1.0 | · | 1.6 | -13 | -12 | 9
c1ccc2c(c1)ccc1ncccc12 | 3 | -10 | 1 | -3.8 | 92 | -2.9 | 7 | -6 | -2
O=C(NCc1cccnc1)/C(=C/c1ccc(-c2ccc(Cl)cc2)o1)S(=O)(=O)c1ccccc1 | -10 | 6 | 17 | -0.8 | 100 | -2.2 | 6 | -18 | -22
NC(=O)c1ccc(CSc2nc3ccccc3s2)cc1 | -1 | 2 | 16 | -0.4 | 100 | -1.9 | 5 | -3 | -22
Cc1cc(=O)oc2cc(NC(=O)c3cccc(S(C)(=O)=O)c3)ccc12 | 6 | 0 | -1 | -3.1 | 99 | -4.7 | 2 | 11 | -8
O=C(Nc1cnn(Cc2ccc(Cl)cc2Cl)c1)c1cc(-c2cccs2)on1 | -20 | 7 | 12 | -3.3 | 106 | -6.0 | 18 | 10 | 8
Cc1ccc(NC(=S)N2CCCC2)cc1C | -9 | -4 | -5 | 3.3 | 96 | 0.4 | 5 | 7 | -11
COc1cccc(C(=O)Nc2nc(SCc3ccc(Cl)cc3)n[nH]2)c1 | -2 | 1 | -3 | -1.2 | 105 | -3.4 | -4 | -5 | -2
O=C1CC(C(=O)NC2CCCCC2)C2(CCCCC2)O1 (centres undefined) | -4 | 5 | 19 | -2.5 | 99 | -2.2 | -9 | 3 | -4
CCOC(=O)C1CCCN(S(=O)(=O)c2cc(OCC(=O)NC3CCCCC3)c(C)cc2Cl)C1 (centres undefined) | -8 | 2 | 0 | -1.8 | 105 | -2.9 | -2 | -3 | -12
O=C(Oc1ccccc1C(=S)N1CCOCC1)c1ccccc1 | 13 | -1 | 12 | 0.1 | 98 | -1.1 | 8 | -7 | -12
Cc1ccc(C(C(=O)NCc2ccco2)N(C(=O)CNC(=O)c2cccs2)c2ccc(C)cc2)cc1 (centres undefined) | -15 | -3 | 3 | 1.2 | 93 | -0.6 | 9 | -7 | -6
COc1ccc(CSc2nnc(Cc3sc(-c4ccccc4)nc3-c3ccccc3)o2)cc1 | -9 | 1 | -60 | -1.6 | 102 | -3.3 | 13 | -2 | 2
CCCCS(=O)(=O)N1CCCC(C(=O)Nc2ccc(Cl)cn2)C1 (centres undefined) | 4 | 4 | 0 | -2.2 | 104 | -2.8 | -13 | 1 | -16
COc1ccc(C(=O)NC(=S)Nc2nnn(C)n2)cc1 | 6 | 5 | 6 | -2.6 | 106 | -5.1 | 20 | 4 | -2
Cc1ccc(-n2cc(CN3CCN(c4ccccn4)CC3)c(-c3ccc(F)cc3)n2)cc1 | -5 | 13 | -17 | 0.1 | 121 | -2.5 | -6 | 0 | -3
C/C(=N\Nc1cc(C(F)(F)F)ccc1Cl)c1ccccc1O | 3 | -2 | 7 | -1.1 | 99 | -1.5 | 9 | -13 | -7
CC1CC(C)CN(S(=O)(=O)c2ccc3c(c2)n(C)c(=O)c(=O)n3C)C1 (centres undefined) | 5 | -7 | 20 | -1.0 | 89 | -0.6 | 5 | -4 | 2
COc1ccccc1CNC(=O)CN1C(=O)c2cccc(N)c2C1=O | 1 | -3 | 35 | -2.9 | 92 | -5.4 | -2 | 13 | -7
Brc1ccc(/C=N/Nc2ccccn2)cc1 | 3 | 0 | -6 | -2.1 | 114 | -1.9 | -4 | -1 | -4
CCN(CC)c1ccc(C(=O)NC(=S)N2CCN(Cc3ccc4c(c3)OCO4)CC2)cc1 | 7 | -1 | -8 | -6.0 | 107 | -2.2 | 25 | -10 | -12
COC(=O)c1ccc(NC(=O)CN2C(=O)CNC2=O)cc1 | -9 | 4 | -4 | -3.1 | 109 | -2.9 | 48 | -2 | -6
O=C(O)CN1C(=O)/C(=C/c2ccccc2Br)Oc2ccccc21 | -4 | 9 | 29 | 0.1 | 103 | 1.1 | 3 | 26 | -18
O=C(CN(C(=O)CCC(=O)Nc1ccccn1)C1CCCC1)NCc1ccccc1 | -7 | -1 | 11 | -0.7 | 97 | -0.5 | 16 | 1 | -31
O=c1c2cc3c(=O)n(-c4ccccc4O)c(=O)c3cc2c(=O)n1-c1ccccc1O | 41* | 3 | 25 | -0.8 | 104 | -4.6 | -1 | 13 | 9
CCC(=O)Oc1ccc2oc(=O)cc(C)c2c1 | 2 | -1 | 13 | -1.7 | 102 | -3.8 | 6 | -4 | 0
Cc1cc(OCC(O)CN2C(C)CCCC2C)ccc1C(C)C (centres undefined) | 0 | 3 | -9 | -1.2 | · | -1.7 | 10 | -16 | 14
CC(=O)c1ccc(N(CC(=O)NCCc2ccccc2)C(=O)c2csnn2)cc1 | -3 | 6 | 1 | -0.4 | 107 | -1.7 | 17 | -6 | -11
CCc1nn(CC(=O)NCCN2CCN(C)CC2)c(=O)c2cc3occc3n12 | -2 | 13 | 5 | -0.3 | 107 | -1.6 | 20 | -7 | 3
O=C(Cc1coc(-c2ccc(F)cc2)n1)NCc1ccccc1 | 1 | 6 | 4 | -1.5 | 104 | -4.0 | 4 | -8 | -4
COc1ccc2c(=O)c(-c3ccc4c(c3)OCO4)coc2c1 | 1 | 3 | -4 | -1.6 | 101 | -4.6 | 31 | -1 | -1
O=C(NCCCN1CCCC1=O)Nc1cc(Cl)ccc1Cl | -3 | 6 | 6 | -0.8 | 110 | -2.1 | 8 | -5 | -10
CCC1CCCCN1C(=O)CCc1nnc(C2CCCCC2)o1 (centres undefined) | -4 | -3 | 1 | -0.6 | 104 | -3.2 | 13 | 2 | -20
O=C(NCc1ccccc1Cl)c1cccc(NC2=NC3CS(=O)(=O)CC3S2)c1 (centres undefined) | -2 | 3 | 7 | -2.2 | 105 | -0.9 | -9 | 7 | 0
O=S(=O)(NCc1cccs1)NCc1ccccc1F | -12 | -10 | 0 | 0.4 | 93 | -1.4 | -1 | 3 | -4
Clc1ccc(SCc2nc3ccccc3[nH]2)cc1 | 5 | -2 | 7 | -3.8 | 99 | -3.7 | 6 | 1 | -4
CC(C)CN1CCN(Cc2cc3ccccc3[nH]2)CC1CCO (centres undefined) | 5 | 12 | 3 | -2.4 | 113 | -2.1 | -6 | -15 | 1
Fc1cccc(Cl)c1CNn1cn[nH]c1=S | 19 | -3 | 18 | 1.6 | 98 | -2.8 | -8 | 0 | -3
Cc1ccc(C)c(CN2C(=O)c3ccccc3S(=O)(=O)c3ccc(C(=O)N4CCN(C)CC4)cc32)c1 | -2 | 6 | -4 | -5.6 | 106 | -1.9 | -20 | -24 | 12
CN(C)C(=O)CN1CCN(C(=O)CCl)CC1 | 2 | -3 | 3 | -2.3 | 102 | -2.2 | 3 | -22 | -6
COc1ccc(-c2[nH]c3ccccc3c2SCCNC(=O)c2ccccc2)cc1 | -4 | -4 | 12 | -2.3 | 104 | -2.8 | 23 | -14 | -18
O=C(CSc1nc2sccc2c(=O)[nH]1)N1CCN(c2ccccc2)CC1 | 6 | -1 | 14 | -0.7 | 100 | -0.6 | 2 | 12 | -33
CC(C(=O)OCC(=O)c1ccc(Br)cc1)N1C(=O)C2C3C=CC(C3)C2C1=O (centres undefined) | 4 | -2 | -18 | -2.8 | 101 | -3.4 | -5 | -1 | -29
Cc1ccccc1Cn1c(=O)sc2ccccc2c1=O | 6 | -41 | -11 | -0.8 | 94 | -1.9 | 14 | -3 | 4
CC(=O)C1=C(C)NC(C)=C(C(C)=O)C1c1ccccc1 | 8 | -5 | -14 | -3.9 | 89 | -0.2 | -4 | -3 | -7
